IEC-6 cytotox: cytotoxicity in IEC-6 intestinal epithelial cells, primary screen, cytotoxicity control for KLF5 inhibitor project, cell-based, luminescence | 0.78% of 290,000 active | inhibition, % at 5 µM | IEC-6 cytotoxicity, luminescence viability; in the data active means inhibition above about 22%;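 further: 0% = plate median of test compound wells and 100% = cytotoxic reference compound wells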
GSK3A inh: blockers of GSK3A enzyme activity – biochemical, luminescence, cell-free homogeneous, HTS, primary screen; Glycogen synthase kinase-3 alpha (Homo sapiens), P49840; GSK-3 alpha kinase, ADP-Glo luminescence, 60 min; inhibition, % at 10 µM; 0.1% of 320,000 active; AID 2650, 2010;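 in the data active means inhibition above about 50%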;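 further: GST-tagged GSK-3 alpha with peptide substrate and 25 µM ATP; 0% = DMSO neutral wells and 100% = GW8510 positive control wells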
Target sequence (P49840 whole entry, looked up): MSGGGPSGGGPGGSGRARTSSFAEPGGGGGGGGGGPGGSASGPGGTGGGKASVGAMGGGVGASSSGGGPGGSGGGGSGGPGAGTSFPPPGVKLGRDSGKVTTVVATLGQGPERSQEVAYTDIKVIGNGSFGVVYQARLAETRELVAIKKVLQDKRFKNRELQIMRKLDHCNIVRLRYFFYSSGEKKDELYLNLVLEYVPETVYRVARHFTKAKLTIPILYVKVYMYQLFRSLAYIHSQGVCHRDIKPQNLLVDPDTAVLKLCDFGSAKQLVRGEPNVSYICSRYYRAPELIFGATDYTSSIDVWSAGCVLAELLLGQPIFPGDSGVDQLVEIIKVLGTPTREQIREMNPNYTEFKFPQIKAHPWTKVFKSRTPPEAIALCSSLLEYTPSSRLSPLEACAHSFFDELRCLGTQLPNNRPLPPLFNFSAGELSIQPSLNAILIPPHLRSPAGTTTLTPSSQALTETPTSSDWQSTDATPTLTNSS
HIF act: HIF pathway transcriptional activators, primary screen, cell-based, U2OS HRE-luciferase, luminescence. U2OS HRE-luciferase reporter; normalized: DMSO 0%, desferrioxamine 100%. activation, % at 7.5 µM (by protocol). 0.32% of 300,000 active. AID 1910, 2009;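 active means mean activation of at least 10% of the iron chelator positive control signal, with at least half of replicates also reaching 10%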
AI-2 QS modul: Vibrio harveyi AI-2 quorum sensing modulators, primary screen, JMH597 strain, luminescence/OD600 ratio; Vibrio harveyi JMH597 AI-2 luminescence/OD600 ratio, 9 h; stronger effect = lower value; strain lacks LuxN and CqsS sensors; 0 = neutral-control median; activity change, % at 7.5 µM; 0.4% of 300,000 active; in the data active means activity change below about -75%, passing the limit was not always enough;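 further: luminescence divided by OD600 gain over 9 h not by final OD600 alone; inactives centre near 13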
KLF5 inh: KLF5 expression inhibitors, primary screen, DLD-1 cells, luminescence. inhibition, % at 5 µM. DLD-1 KLF5 promoter-luciferase reporter. 0.23% of 290,000 active;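 active means inhibition above a per-plate limit of that plate's mean compound inhibition plus 3 SD, cut at about 60% in these data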;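 further: 0% = DMSO wells and 100% = LY294002 at 200 µM; higher means less KLF5 promoter-driven luciferase light; inactives centre near -14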
HSF-1 act: HSF-1 activators, primary screen, NIH3T3-HGL cells, MG132 stress, luminescence, single point; NIH3T3-HGL HSF-1 luciferase reporter, 8 h; 100% = twice DMSO control signal; activation, % at 9 µM; 1.7% of 300,000 active;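 active means mean replicate activation of at least 50% with a set share of replicates each reaching 50%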;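 further: 0% = median of the neutral control wells and 100% = twice that signal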
HSF1 inh: HSF1 inhibitors in luciferase reporter cells, primary screen, cell-based, NIH3T3, luminescence. activity change, negative = inhibition, % at 7.5 µM (by protocol). 0.77% of 300,000 active. NIH3T3-HGL HSE-luciferase, MG132-induced, luminescence 8 h; stronger effect = lower value. AID 2098, 2009;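 active means more than half of replicate wells show activity change below -50%, luminescence cut by over half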;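 further: luciferase reports HSF-1 transcriptional activity via heat shock element; 0% = median of DMSO wells and -100% = zero luminescence signal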
HSP90 refold inh: HSP90 inhibitors, primary screen, cell lysate, luminescence; Heat shock protein HSP 90 (rabbit reticulocyte lysate; luciferase refolding); Rabbit reticulocyte lysate, luciferase refolding luminescence, 3 h; inhibition, % at 5.6 µM; 0.91% of 290,000 active;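 active means inhibition above the screen-wide mean plus 3 SD, computed separately per campaign, cut at about 16% in these data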;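 further: 0% = DMSO wells and 100% = 60 µM geldanamycin wells; inhibitors lower the luminescence because luciferase stays unfolded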
aSyn UTR inh: MLPCN primary screen, SNCA 5' untranslated region | alpha-synuclein 5'UTR reporter, inhibitor activity | inhibition, % (tested at 7.5 µM) | 0.82% of 300,000 active; in the data active means inhibition above about 60%;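 further: H4 neuroglioblastoma cells stably carrying SNCA 5'UTR luciferase fusion; 0% = DMSO wells and 100% = positive control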
GSK3beta inhib: human GSK3beta kinase inhibitors, primary screen, biochemical, cell-free homogeneous, HTS | Glycogen synthase kinase-3 beta (Homo sapiens), P49841 | GST-GSK3beta kinase, ADP-Glo luminescence, 60 min; stronger effect = lower value | activity score (negative = inhibition), % at 10 µM | 0.038% of 300,000 active | AID 2097, 2009;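 active means more than half of replicate wells score below -50%, meaning over 50% inhibition versus plate controls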;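 further: 0% = median DMSO wells and -100% = median GW8510 positive control wells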
Target sequence (P49841 whole entry, looked up): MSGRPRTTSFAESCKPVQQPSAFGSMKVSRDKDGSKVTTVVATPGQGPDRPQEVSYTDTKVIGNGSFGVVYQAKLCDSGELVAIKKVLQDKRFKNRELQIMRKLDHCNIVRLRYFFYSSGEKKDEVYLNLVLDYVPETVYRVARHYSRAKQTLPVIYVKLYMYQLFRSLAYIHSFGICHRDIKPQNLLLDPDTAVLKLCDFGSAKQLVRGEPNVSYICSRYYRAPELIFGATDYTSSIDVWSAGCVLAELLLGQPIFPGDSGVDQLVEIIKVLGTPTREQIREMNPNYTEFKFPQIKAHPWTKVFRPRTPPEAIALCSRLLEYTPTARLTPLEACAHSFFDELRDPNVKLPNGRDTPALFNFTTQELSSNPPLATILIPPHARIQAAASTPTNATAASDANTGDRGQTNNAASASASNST
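Test system: GST-fused GSK3beta enzyme, cell-free | Quantity: 1.6 ng GST-GSK3beta enzyme per well | Reagent: 25 µM ATP with peptide substrate | Schedule: 60 min enzyme reaction, room temperature | Signal: Luminescent ADP-Glo measurement of ADP formed | Read-out basis: Score relative to plate controls | Control set: DMSO and 20 µM GW8510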
The depositor's hits bear a star; · = not tested or not shown.

smiles	GSK3A inh	HSP90 refold inh	KLF5 inh	HSF1 inh	HSF-1 act	AI-2 QS modul	aSyn UTR inh	IEC-6 cytotox	HIF act	GSK3beta inhib
CCCc1cc(-c2n[nH]c(=S)n2Cc2ccccc2)cs1	·	3	0	2	5	10	21	2	0.6	-3
CN1C(=O)CC(Nc2cccc3cccc(N)c23)C1=O (stereo unspecified)	-1	1	3	-24	-35	8	-23	-2	-0.9	-2
CNC(=O)c1cc2c(ccc3ccccc32)oc1=N	1	-1	-31	-3	0	16	-42	2	-0.2	-2
Cc1ccccc1OCC(=O)Nc1nc(C)c(C(=O)N(C)C)s1	-2	1	-43	3	19	3	-19	-5	1.6	-1
CN(CC(=O)Nc1ccc(F)cc1)C(=O)CSc1nc2ncc(Cl)cc2[nH]1	0	0	0	7	8	-3	16	2	-0.1	0
CCOCCOC(=O)C1=C(C)N(C)C(=O)NC1c1cc(Cl)c(O)c(OCC)c1 (stereo unspecified)	1	-2	-13	-11	-26	5	11	-3	-0.2	0
COc1cc2c(cc1NC(=O)CSc1nnc(COc3ccc(Cl)cc3)n1C)oc1ccccc12	1	1	-19	22	34	27	-7	2	0.7	1
CCOC(=O)c1sc(NC(=O)Cn2nnc3sc4c(c3c2=O)CCCC4)nc1C	-1	0	-9	-15	2	0	-5	0	·	4
O=C(O)CNC(=O)CC1S/C(=N/N=C2\CSC(=O)N2)NC1=O (stereo unspecified)	-2	1	-6	-2	4	9	2	3	0.0	2
COc1ccc(-c2nn(-c3ccccc3)cc2C(=O)N2CCN(S(=O)(=O)c3ccccc3C#N)CC2)cc1	-1	·	·	5	15	16	32	·	-5.9	0
O=S(=O)(c1ccc2ccccc2c1)N(CC1CO1)c1ccccc1 (stereo unspecified)	0	3	6	1	17	12	17	-1	-0.7	0
O=C(CC1OC(=O)c2ccccc21)Nc1ccccc1N1CCOCC1 (stereo unspecified)	0	0	13	-7	7	18	10	-2	-0.3	0
COc1ccc(-c2cc3c(=O)n(CC(=O)NCCCN4CCC(N5CCCCC5)CC4)ncn3n2)cc1	-2	4	0	-11	-27	16	-2	8	1.4	0
CC(C)C(=O)Nc1nnc(SCC(=O)NCc2cccs2)s1	0	4	-9	7	-7	13	31	6	0.0	-1
COc1ccc(OC)c(Nc2cc3ccccc3c(=O)[nH]2)c1	-6	·	·	5	21	20	32	·	-3.3	-3
CCC1CCCCN1C(=O)c1cccc(S(=O)(=O)Nc2cc(C(F)(F)F)ccc2Cl)c1 (stereo unspecified)	-1	3	-24	-5	-2	18	3	-6	-0.4	-1
COc1ccc(C2C(C(C)=O)=C(O)C(=O)N2c2ccccn2)cc1 (stereo unspecified)	-2	0	-39	-1	15	17	-2	-12	1.3	2
CCCc1ccc(C(=O)NNC(=O)c2ccc(Br)cc2)cc1	-1	-2	-23	-6	-5	11	-34	-2	1.4	1
CC(=O)N1CCN=C1SCc1ccc(Br)cc1	-2	-1	10	-1	7	19	-7	0	·	5
CCOC(=O)C1(C)NC(c2cccs2)C2C(=O)N(c3ccc(OC)cc3)C(=O)C21 (stereo unspecified)	0	2	0	-3	-7	-1	-17	1	-0.2	8
CCCCNC(=O)c1ccc(NC(=O)C2CCCO2)cc1 (stereo unspecified)	-3	2	-6	-5	7	3	-6	10	-0.4	2
COc1cccc(C2C(C#N)=C(N)OC3=C2C(=O)CCC3)c1OC(=O)c1ccco1 (stereo unspecified)	-3	0	1	·	·	5	·	0	·	2
O=C(Nc1ccc(Br)cc1)C1CC(O)CN1C(=O)OCc1ccccc1 (stereo unspecified)	1	7	-10	2	-5	0	5	-3	-0.5	-4
CN(Cc1cnccn1)C(=O)C1CCC(=O)N(CCc2ccc(Cl)cc2)C1 (stereo unspecified)	-1	-4	-32	-5	-8	10	11	3	-0.2	-2
COc1ccc(NC(=O)C2CCCN(S(=O)(=O)c3ccc4[nH]c(=O)ccc4c3)C2)cc1 (stereo unspecified)	-3	-2	-13	-3	-5	13	1	0	-0.3	-3
CCOC(=O)C1=NNC(C(=O)c2ccc(Cl)cc2)C1c1ccccc1 (stereo unspecified)	3	-2	-6	6	8	22	10	1	-0.1	-1
CON(C)c1nc(OCCNC(=O)OCc2ccc(Cl)cc2Cl)nc(N(C)C)n1	-1	1	-32	12	2	30	-10	-1	0.6	1
Cc1ccc(S(=O)(=O)/N=S(/c2ccccc2)C(C)C)cc1 (stereo unspecified)	-1	-3	9	·	·	17	·	-2	·	-1
Cc1ccc(C(=O)NCC(=O)OCCCn2c(=O)[nH]c3ccccc32)cc1	2	·	·	-7	0	14	-4	·	1.4	6
O=C(CSc1ncnc2c1oc1ccccc12)NCc1ccc(F)cc1	-3	-1	-31	2	7	11	12	-4	0.1	-1

Sorted by length of the SMILES (lowest first): three of the compounds above.
smiles	GSK3A inh	HSP90 refold inh	KLF5 inh	HSF1 inh	HSF-1 act	AI-2 QS modul	aSyn UTR inh	IEC-6 cytotox	HIF act	GSK3beta inhib
CCOC(=O)C1=NNC(C(=O)c2ccc(Cl)cc2)C1c1ccccc1 (stereo unspecified)	3	-2	-6	6	8	22	10	1	-0.1	-1
Cc1ccc(C(=O)NCC(=O)OCCCn2c(=O)[nH]c3ccccc32)cc1	2	·	·	-7	0	14	-4	·	1.4	6
COc1cc2c(cc1NC(=O)CSc1nnc(COc3ccc(Cl)cc3)n1C)oc1ccccc12	1	1	-19	22	34	27	-7	2	0.7	1

Next section.
smiles	GSK3A inh	HSP90 refold inh	KLF5 inh	HSF1 inh	HSF-1 act	AI-2 QS modul	aSyn UTR inh	IEC-6 cytotox	HIF act	GSK3beta inhib
COc1cc(C(=O)Oc2cc(C)[nH]c(=O)c2[N+](=O)[O-])cc(OC)c1OC	-3	-3	-6	-1	1	-4	0	-4	-0.4	0
CC(=O)c1ccc(N2CCN(c3ncc(C(F)(F)F)cc3Cl)CC2)cc1	1	-1	-6	6	0	-3	1	0	-0.6	1
Cc1ccc(-c2nnc(Oc3ccc(NC(=O)c4ccccc4)cc3)c3ccccc23)cc1	·	-2	5	1	0	-3	39	10	-0.4	-1
NC(=S)NN=C(c1ccccc1)c1ccccc1	3	7	-18	12	-8	4	16	-3	-0.3	-4
O=C(NCCCN1CCCC1)c1ccc(CS(=O)(=O)c2ccc(Cl)cc2)o1	0	-1	-35	-5	-4	34	2	-4	-0.1	3
Cc1cccc(S(=O)(=O)Nc2nc3ccccc3nc2NCc2ccco2)c1	-5	1	-35	4	-1	1	-3	-1	-1.7	-3
Nc1c(C(=O)OCC2CCCO2)c2nc3ccccc3nc2n1C1CCCC1 (stereo unspecified)	1	17*	15	5	21	7	8	1	-0.9	6
O=C(O)CNS(=O)(=O)c1cc(Cl)c(Cl)cc1Cl	-8	-4	-22	3	7	2	18	-1	0.1	2
Cc1ccccc1C(=O)NC1CCN(Cc2nnnn2C(C)(C)C)CC1	-1	-1	-3	-7	1	5	10	-4	-0.3	0
Cc1ccc2oc(C(=O)N3CCC(C(N)=O)(N4CCCCC4)CC3)c(C)c2c1	-2	-2	-28	-76*	-82	13	4	-14	0.9	3
CCn1c(CCCCc2n[nH]c(=S)n2CC)n[nH]c1=S	-1	-2	2	-7	-18	30	14	-2	0.0	-2
Cc1ccc(/C=N/Nc2nnc(Cc3ccccc3)c(=O)[nH]2)o1	-6	2	-21	4	9	-5	0	0	-0.1	1
Cc1nc(C(F)(F)F)c(C(=O)NC(=O)Nc2ccccc2)s1	-4	-1	-17	-9	-19	39	11	-6	0.3	2
O=C(Cc1ccccc1)NCC(=O)OCC(=O)c1ccc([N+](=O)[O-])cc1	-1	2	-23	-1	-11	34	-12	6	-0.3	7
C/C(=N\NS(=O)(=O)c1ccc([N+](=O)[O-])cc1)c1cccs1	6	0	-2	6	11	10	6	-5	0.2	-1
O=C(Cn1cc([N+](=O)[O-])cn1)Nc1nccs1	2	2	1	0	-6	4	1	-4	-0.3	2
Cc1cccc(-c2nn(-c3ccccc3)cc2C(=O)NCC(c2cccs2)N2CCOCC2)c1 (stereo unspecified)	-2	·	·	12	15	7	-8	·	-0.2	0
Cc1cc(COc2ccccc2O)on1	-3	2	9	-5	-11	16	-5	-8	0.0	-1
NC(=O)C1(N2CCCCC2)CCN(C(=O)c2ccc(C#Cc3ccccc3)o2)CC1	-3	-3	-44	0	0	16	-8	8	-0.2	2
Cc1cccc(C(=O)Nc2ccnc(-c3ccncc3)n2)c1	-1	5	6	-2	-5	15	-22	-3	1.1	1
CCc1ccc2[nH]c(=O)c(CN(CCCN3CCOCC3)C(=O)Nc3ccc(Cl)cc3)cc2c1	·	6	-14	1	9	6	13	4	-0.1	0
O=C(CNC(=O)c1cccs1)OCC(=O)c1ccc(Br)cc1	0	-3	-10	-3	3	14	3	2	0.0	-2
O=C(OCc1ccccc1)C1=NNC2C(=O)N(c3ccc(Br)cc3)C(=O)C12 (stereo unspecified)	-2	-2	-22	6	21	3	3	-6	0.2	-1
O=C(Nc1ccccn1)c1ccc(C(=O)Nc2ccccn2)cc1	-2	-7	-90	1	26	20	-104	-1	-0.2	-3
O=C(N/N=C/c1ccc(OCCCF)cc1)c1cc(OCC(F)(F)F)ccc1OCC(F)(F)F	2	-3	2	-2	-4	34	-14	0	0.7	-1

Rows were taken by chance; any-hit rate near 4.7%.
